VLA-4 inh = inhibition in human VLA-4 binding assay, primary screen, VLA-4 allosteric modulator project, MLPCN library, flow cytometry, VLA-4 expressing cells; ligand binding flow cytometry; inhibition, % (about 7 µM as worked out from the volumes in the protocol); actives 0.2% (n = 330,000); in the data active = inhibition above about 50%
GASC-1 inh = inhibitors of GASC-1 histone demethylase, primary screen, biochemical, fluorescence, DELFIA europium. Lysine-specific demethylase 4C (Homo sapiens), Q9H3R0. GST-JMJD2C(1-420) H3K9me3 demethylation. inhibition, % at 2.35 µM. actives 0.069% (n = 330,000). AID 2099, 2009;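 active = more than half of a compound's replicate wells show inhibition beyond 50%, single wells judged on their own value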;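 also: signal counts dimethyl H3K9 product captured on neutravidin plate; 0% = median of DMSO wells and 100% = 0.3 times that DMSO median; strong numbers were not always called active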
Target sequence (Q9H3R0 1-420 limits assumed): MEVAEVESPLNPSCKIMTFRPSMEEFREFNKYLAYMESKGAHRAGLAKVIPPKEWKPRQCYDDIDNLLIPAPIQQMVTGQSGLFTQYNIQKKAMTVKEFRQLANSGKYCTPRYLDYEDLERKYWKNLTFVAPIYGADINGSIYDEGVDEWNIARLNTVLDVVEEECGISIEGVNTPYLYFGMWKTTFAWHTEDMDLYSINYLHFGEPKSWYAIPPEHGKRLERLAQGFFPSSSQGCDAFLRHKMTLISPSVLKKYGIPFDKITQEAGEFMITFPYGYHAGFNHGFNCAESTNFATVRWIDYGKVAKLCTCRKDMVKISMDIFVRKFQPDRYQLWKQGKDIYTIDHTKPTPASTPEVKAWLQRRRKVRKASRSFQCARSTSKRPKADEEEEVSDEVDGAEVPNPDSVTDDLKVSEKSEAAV
CIT2 TOR yeast = modulators of CIT2-GFP expression in yeast, primary screen, S. cerevisiae, GFP fusion, multiplex flow cytometry, MLPCN library | S. cerevisiae CIT2-GFP strain, 3 h; 100 means same as DMSO wells | GFP response vs DMSO, % at 10 µM | actives 0.065% (n = 320,000);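 active = GFP response relative to DMSO above a set limit, near the screen mean plus 3 SD, cut at about 150% in these data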;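 also: ratio of well median GFP fluorescence to mean of DMSO wells on the plate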
LAP4-GFP MLPCN = modulators of LAP4-GFP expression in yeast, primary screen, S. cerevisiae, multiplex flow cytometry, MLPCN library; GFP response vs DMSO, % at 10 µM; 3 h; median GFP as percent of DMSO wells; actives 0.34% (n = 320,000); AID 2023, 2009;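 active = GFP response vs DMSO above a set limit, about the screen mean plus 3 SD, cut at about 150% in these data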
RPL19A-GFP yeast = RPL19A-GFP expression modulators in yeast, primary screen, cell-based, S. cerevisiae, multiplex flow cytometry, MLPCN; percent response vs DMSO, % at 10 µM; actives 0.3% (n = 330,000); AID 2025, 2009; S. cerevisiae RPL19A-GFP strain, 3 h; active compounds read low;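 active = percent response vs DMSO below 50%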;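 also: median channel GFP fluorescence of the barcoded RPL19A-GFP strain; ratio of sample median GFP to plate DMSO average so 100% = DMSO; lower means less RPL19A-GFP as with rapamycin TOR inhibition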
MEP2-GFP yeast = modulators of MEP2-GFP levels in yeast, primary screen, S. cerevisiae, multiplex flow cytometry, MLPCN library. actives 0.51% (n = 330,000). GFP response vs DMSO, % at 10 µM. AID 2016, 2009. S. cerevisiae MEP2-GFP strain, 3 h; 100% = DMSO control level;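 active = GFP response versus DMSO above a set limit, roughly screen mean plus 3 SD, cut at about 180% in these data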;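 also: median GFP fluorescence of the barcode-gated MEP2-GFP cells per well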
GRK2 aptamer HTS = compounds blocking aptamer binding on GRK2 – biochemical, human GRK2, bead flow cytometry, HTS, primary screen; FAM-aptamer displacement from GRK2; inhibition of aptamer binding, % at 10 µM; actives 0.59% (n = 330,000);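 active = inhibition of aptamer binding above 40%, roughly 3 SD of noise, on plates passing a quality check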;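 also: median bead fluorescence of bound FAM aptamer so fluorescent compounds give negative values; no value below 0 was filed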
Target sequence (P25098 whole entry, looked up): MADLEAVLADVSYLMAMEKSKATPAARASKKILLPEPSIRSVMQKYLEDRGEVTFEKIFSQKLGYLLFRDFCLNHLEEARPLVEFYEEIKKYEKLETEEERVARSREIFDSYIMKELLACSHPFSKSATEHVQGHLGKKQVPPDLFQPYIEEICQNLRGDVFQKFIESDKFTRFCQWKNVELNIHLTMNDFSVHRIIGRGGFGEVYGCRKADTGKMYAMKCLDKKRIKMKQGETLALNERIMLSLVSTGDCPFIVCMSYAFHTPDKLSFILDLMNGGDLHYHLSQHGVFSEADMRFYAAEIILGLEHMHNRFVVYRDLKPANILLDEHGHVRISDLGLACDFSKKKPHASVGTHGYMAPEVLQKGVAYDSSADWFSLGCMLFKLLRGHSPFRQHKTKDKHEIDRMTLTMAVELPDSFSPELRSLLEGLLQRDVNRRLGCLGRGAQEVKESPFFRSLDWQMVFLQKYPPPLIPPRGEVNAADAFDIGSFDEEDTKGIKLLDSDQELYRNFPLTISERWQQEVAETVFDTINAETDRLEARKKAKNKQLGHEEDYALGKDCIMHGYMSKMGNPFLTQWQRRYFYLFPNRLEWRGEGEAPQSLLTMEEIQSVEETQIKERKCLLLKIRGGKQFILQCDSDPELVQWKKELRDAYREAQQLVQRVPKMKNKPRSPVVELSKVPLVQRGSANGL
AGP1 TOR yeast = modulators of AGP1-GFP expression in yeast TOR pathway, primary screen, cell-based, multiplex flow cytometry, S. cerevisiae, MLPCN library | GFP response vs DMSO, % at 10 µM | 3 h; GFP as percent of DMSO wells | actives 0.02% (n = 320,000);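 active = GFP response relative to DMSO above a set limit, near screen average plus 3 SD, cut at about 150% in these data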;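 also: median GFP channel fluorescence of the gated AGP1 strain per well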
Starred values were filed as active, the others as inactive; & = joins results of further samples.

For CCN(CC(=O)Nc1ccc(OC)cc1)C(=O)Cc1coc2cc(C)c(C)cc12 the results were VLA-4 inh 11, GASC-1 inh -1, CIT2 TOR yeast 107, LAP4-GFP MLPCN 110, RPL19A-GFP yeast 100, MEP2-GFP yeast 109, GRK2 aptamer HTS 0 and AGP1 TOR yeast 110.
`CCOc1cc(C)cc2oc(=O)cc(-c3ccccc3)c12` gave VLA-4 inh 5, GASC-1 inh -4, CIT2 TOR yeast 84, LAP4-GFP MLPCN 130, RPL19A-GFP yeast 97, MEP2-GFP yeast 102, GRK2 aptamer HTS 0 and AGP1 TOR yeast 101.
Cc1ccc2oc(=O)cc(CN3CCN(C/C=C/c4ccccc4)CC3)c2c1 was read as VLA-4 inh 1, GASC-1 inh 7, CIT2 TOR yeast 100, LAP4-GFP MLPCN 106, RPL19A-GFP yeast 99, MEP2-GFP yeast 105 and AGP1 TOR yeast 109.
For CN(c1ccccc1C(=O)N1CCN(Cc2ccc3c(c2)OCO3)CC1)S(C)(=O)=O the results were VLA-4 inh 15, GASC-1 inh -2, CIT2 TOR yeast 97, LAP4-GFP MLPCN 105, RPL19A-GFP yeast 102, MEP2-GFP yeast 98, GRK2 aptamer HTS 1 and AGP1 TOR yeast 106.
For O=C(Cn1c(=O)sc2ccccc21)Nc1ccccc1 the results were VLA-4 inh -8, GASC-1 inh 9, CIT2 TOR yeast 106, LAP4-GFP MLPCN 102, RPL19A-GFP yeast 103, MEP2-GFP yeast 106, GRK2 aptamer HTS 1 and AGP1 TOR yeast 108.
Screening Cc1cccc(C2c3[nH]c4ccccc4c3CCN2C(=O)c2cc3c([nH]c2=O)CCCC3)n1 (stereo unspecified) returned VLA-4 inh 17, GASC-1 inh 2, CIT2 TOR yeast 105, LAP4-GFP MLPCN 108, RPL19A-GFP yeast 105, MEP2-GFP yeast 108, GRK2 aptamer HTS 11 and AGP1 TOR yeast 105.
C=C(C)C(=O)N1CC2(CC(c3cccc(NC(=O)COc4ccc(Cl)cc4)c3)=NO2)C[C@@H]1C(N)=O (stereo partly specified) was read as VLA-4 inh 0, GASC-1 inh -19, CIT2 TOR yeast 100, LAP4-GFP MLPCN 129, RPL19A-GFP yeast 102, MEP2-GFP yeast 102, GRK2 aptamer HTS 0 and AGP1 TOR yeast 89.
For O=C(CCNC(=O)C1CCN(S(=O)(=O)c2ccc(F)cc2)CC1)NCc1cccc(Cl)c1 the results were VLA-4 inh 1, GASC-1 inh 6, CIT2 TOR yeast 108, LAP4-GFP MLPCN 94, RPL19A-GFP yeast 101, MEP2-GFP yeast 105, GRK2 aptamer HTS 0 and AGP1 TOR yeast 105.
For CCCN(CCC)CCNC(=O)C1CCN(Cc2nc(-c3ccc(Cl)cc3)oc2C)CC1 the results were VLA-4 inh 13, GASC-1 inh 11, CIT2 TOR yeast 80, LAP4-GFP MLPCN 112, RPL19A-GFP yeast 98, MEP2-GFP yeast 124, GRK2 aptamer HTS 96* and AGP1 TOR yeast 114.
Screening CS(=O)(=O)N(CC(=O)N1CCc2ccccc2C1)Cc1ccccc1 returned VLA-4 inh 1, GASC-1 inh 13, CIT2 TOR yeast 94, LAP4-GFP MLPCN 93, RPL19A-GFP yeast 100, MEP2-GFP yeast 103, GRK2 aptamer HTS 0 and AGP1 TOR yeast 104.
Screening COc1ccc(NC(=O)CSc2nnc(Cn3cnc([N+](=O)[O-])n3)n2C)cc1 returned VLA-4 inh -9, GASC-1 inh 18, CIT2 TOR yeast 92, LAP4-GFP MLPCN 99, RPL19A-GFP yeast 99, MEP2-GFP yeast 103, GRK2 aptamer HTS 3 and AGP1 TOR yeast 91.
`COc1ccc(C(=O)Nc2ccccc2C(=O)NC(Cc2ccc(O)cc2)C(=O)NNC(=O)c2ccccc2Cl)cc1` (stereo unspecified) gave VLA-4 inh 2, GASC-1 inh -2, CIT2 TOR yeast 101, LAP4-GFP MLPCN 100, RPL19A-GFP yeast 102, MEP2-GFP yeast 103, GRK2 aptamer HTS 1 and AGP1 TOR yeast 106.

Sorted by molar mass (lowest first): 4 of the compounds above
Screening CS(=O)(=O)N(CC(=O)N1CCc2ccccc2C1)Cc1ccccc1 returned VLA-4 inh 1, GASC-1 inh 13, CIT2 TOR yeast 94, LAP4-GFP MLPCN 93, RPL19A-GFP yeast 100, MEP2-GFP yeast 103, GRK2 aptamer HTS 0 and AGP1 TOR yeast 104.
For O=C(CCNC(=O)C1CCN(S(=O)(=O)c2ccc(F)cc2)CC1)NCc1cccc(Cl)c1 the results were VLA-4 inh 1, GASC-1 inh 6, CIT2 TOR yeast 108, LAP4-GFP MLPCN 94, RPL19A-GFP yeast 101, MEP2-GFP yeast 105, GRK2 aptamer HTS 0 and AGP1 TOR yeast 105.
C=C(C)C(=O)N1CC2(CC(c3cccc(NC(=O)COc4ccc(Cl)cc4)c3)=NO2)C[C@@H]1C(N)=O (stereo partly specified) was read as VLA-4 inh 0, GASC-1 inh -19, CIT2 TOR yeast 100, LAP4-GFP MLPCN 129, RPL19A-GFP yeast 102, MEP2-GFP yeast 102, GRK2 aptamer HTS 0 and AGP1 TOR yeast 89.
`COc1ccc(C(=O)Nc2ccccc2C(=O)NC(Cc2ccc(O)cc2)C(=O)NNC(=O)c2ccccc2Cl)cc1` (stereo unspecified) gave VLA-4 inh 2, GASC-1 inh -2, CIT2 TOR yeast 101, LAP4-GFP MLPCN 100, RPL19A-GFP yeast 102, MEP2-GFP yeast 103, GRK2 aptamer HTS 1 and AGP1 TOR yeast 106.

Further entries follow:
For COc1ccc(-c2cc(C(=O)N(C)Cc3ccccc3)c3ccccc3n2)cc1 the results were VLA-4 inh -20, GASC-1 inh 2, CIT2 TOR yeast 98, LAP4-GFP MLPCN 91, RPL19A-GFP yeast 99, MEP2-GFP yeast 127, GRK2 aptamer HTS 0 and AGP1 TOR yeast 98.
For COc1ccc(/C=N/NC(=O)c2[nH]c(C)c(C(=O)N/N=C/c3ccc(OC)cc3)c2C)cc1 the results were VLA-4 inh 1, GASC-1 inh -3, CIT2 TOR yeast 100, LAP4-GFP MLPCN 128, RPL19A-GFP yeast 107, MEP2-GFP yeast 133, GRK2 aptamer HTS 0 and AGP1 TOR yeast 101.
Screening COc1ccccc1CNC(=O)c1c(-c2ccccc2Cl)noc1C returned VLA-4 inh -7, GASC-1 inh 3, CIT2 TOR yeast 104, LAP4-GFP MLPCN 108, RPL19A-GFP yeast 99, MEP2-GFP yeast 126, GRK2 aptamer HTS 0 and AGP1 TOR yeast 101.
`NS(=O)(=O)c1ccc(CNC(=O)c2cc(=O)c3ccccc3o2)cc1` gave VLA-4 inh 5, GASC-1 inh -4, CIT2 TOR yeast 100, LAP4-GFP MLPCN 110, RPL19A-GFP yeast 104, MEP2-GFP yeast 99, GRK2 aptamer HTS 3 and AGP1 TOR yeast 101.
COC(=O)c1ccc(CNC(=O)c2ccc(S(=O)(=O)N3CCCCCC3)cc2)cc1 was read as VLA-4 inh 3, GASC-1 inh -12, CIT2 TOR yeast 110, LAP4-GFP MLPCN 102, RPL19A-GFP yeast 105, MEP2-GFP yeast 105, GRK2 aptamer HTS 0 and AGP1 TOR yeast 106.
O=C(C1CCCCN1S(=O)(=O)c1ccccc1)N1CCCCC1 (stereo unspecified) was read as VLA-4 inh 7, GASC-1 inh 30, CIT2 TOR yeast 104, LAP4-GFP MLPCN 100, RPL19A-GFP yeast 101, MEP2-GFP yeast 105 and GRK2 aptamer HTS 2.
For COc1ccc(CCNC(=O)CCCNC(=O)Cn2cnc3sc(C)c(C)c3c2=O)cc1OC the results were VLA-4 inh 0, GASC-1 inh 18, CIT2 TOR yeast 94, LAP4-GFP MLPCN 93, RPL19A-GFP yeast 98, MEP2-GFP yeast 96, GRK2 aptamer HTS 0 and AGP1 TOR yeast 101.
O=C1CN(C(=O)COC(=O)c2ccc(C(F)(F)F)cc2)c2ccccc2N1 was read as VLA-4 inh 2, GASC-1 inh -3, CIT2 TOR yeast 96, LAP4-GFP MLPCN 93, RPL19A-GFP yeast 99, MEP2-GFP yeast 101, GRK2 aptamer HTS 0 and AGP1 TOR yeast 96.
`CCN(CC)C(=O)c1sc(NC(=O)Cc2ccc(OC)cc2)c(C#N)c1C` gave VLA-4 inh 1, GASC-1 inh 2, CIT2 TOR yeast 111, LAP4-GFP MLPCN 104, RPL19A-GFP yeast 104, MEP2-GFP yeast 105, GRK2 aptamer HTS 1 and AGP1 TOR yeast 104.
COc1ccc(-c2nnc(CSc3nnc(-c4ccncc4)n3C3CCCCC3)o2)cc1OC was read as VLA-4 inh 3, GASC-1 inh -29&-4, CIT2 TOR yeast 101, LAP4-GFP MLPCN 83, RPL19A-GFP yeast 96, MEP2-GFP yeast 89, GRK2 aptamer HTS 0 and AGP1 TOR yeast 99.
For O=C(NCc1ccccc1Cl)C1CC(=O)N(Cc2ccccc2)C1 (stereo unspecified) the results were VLA-4 inh 1, GASC-1 inh 26, CIT2 TOR yeast 85, LAP4-GFP MLPCN 92, RPL19A-GFP yeast 92, MEP2-GFP yeast 94, GRK2 aptamer HTS 2 and AGP1 TOR yeast 89.
`Cc1ccc2[nH]c3c(=O)n(Cc4ccncc4)cnc3c2c1` gave VLA-4 inh 2, GASC-1 inh 0, CIT2 TOR yeast 106, LAP4-GFP MLPCN 102, RPL19A-GFP yeast 97, MEP2-GFP yeast 102, GRK2 aptamer HTS 1 and AGP1 TOR yeast 96.
`O=S(=O)(Nc1cccnc1)c1ccc(Cl)c(C(F)(F)F)c1` gave VLA-4 inh -1, GASC-1 inh 0, CIT2 TOR yeast 89, LAP4-GFP MLPCN 99, RPL19A-GFP yeast 98, MEP2-GFP yeast 86, GRK2 aptamer HTS 1 and AGP1 TOR yeast 91.
Screening Cc1ccc(N2CC(c3nc4ccccc4n3C)CC2=O)cc1 (stereo unspecified) returned VLA-4 inh 0, GASC-1 inh 5, CIT2 TOR yeast 101, LAP4-GFP MLPCN 111, RPL19A-GFP yeast 98, MEP2-GFP yeast 102, GRK2 aptamer HTS 0 and AGP1 TOR yeast 111.
N#Cc1nn(-c2ccccc2)nc1N1CCCCC1 was read as VLA-4 inh -4, GASC-1 inh 3, CIT2 TOR yeast 108, LAP4-GFP MLPCN 95, RPL19A-GFP yeast 102, MEP2-GFP yeast 110, GRK2 aptamer HTS 0 and AGP1 TOR yeast 103.
`CCCN1CCN(C(=O)Cn2c(=O)oc3cc(S(=O)(=O)NCc4ccccc4)ccc32)CC1` gave VLA-4 inh -10, GASC-1 inh 6, CIT2 TOR yeast 105, LAP4-GFP MLPCN 96, RPL19A-GFP yeast 100, MEP2-GFP yeast 105, GRK2 aptamer HTS 0 and AGP1 TOR yeast 104.
For COc1ccc(S(=O)(=O)N2CCC(C(=O)N3CCc4ccccc4C3)CC2)cc1 the results were VLA-4 inh 3, GASC-1 inh 34, CIT2 TOR yeast 94, LAP4-GFP MLPCN 105, RPL19A-GFP yeast 99, MEP2-GFP yeast 97, GRK2 aptamer HTS 0 and AGP1 TOR yeast 101.
COc1cc(SC)ccc1C(=O)NCCNC(=O)c1nonc1N was read as VLA-4 inh 5, GASC-1 inh 2, CIT2 TOR yeast 112, LAP4-GFP MLPCN 96, RPL19A-GFP yeast 104, MEP2-GFP yeast 107, GRK2 aptamer HTS 2 and AGP1 TOR yeast 100.
For O=C(NCC(c1ccco1)N1CCCC1)c1sc2cc(F)ccc2c1Cl (stereo unspecified) the results were VLA-4 inh -11, GASC-1 inh -6, CIT2 TOR yeast 108, LAP4-GFP MLPCN 94, RPL19A-GFP yeast 100, MEP2-GFP yeast 108, GRK2 aptamer HTS 0 and AGP1 TOR yeast 100.

An unsorted share of the library. Share with any hit: about 1.7%.
